INS-1E rescue: preserves ATP levels in cytokine-treated INS-1E cells; INS-1E cytokine-induced death, ATP luminescence, 48 h; normalised: neutral wells 0, positive control 100; protection from cytokine-induced ATP loss, % at 10 µM; 20,000 tested, 0.1% active;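 active means mean replicate protection from cytokine-induced ATP loss at least 50% and at least 75% of replicates each reaching 50%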
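Assay system: INS-1E rat insulinoma cells. Amount: 8000 cells per well. Medium: phenol-red-free RPMI with 5% fetal bovine serum. Reagent: IL-1β, TNF-α and IFN-γ cytokine mix. Doses: one compound concentration, pin transfer. Schedule: 48 h co-treatment, 10 min post-lysis read. Detection: CellTiter-Glo luminescence measuring cellular ATP.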
T cruzi intra: blocks T. cruzi growth inside host cells; AID 651903; activity score (inhibition), % at 5.01 µM; intracellular Trypanosoma cruzi in host cells, plate reader; 22,000 tested, 4.9% active; in the data active means activity score above about 55%;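 further: parasites and compound incubated about four days before reading; 0% = median of neutral control wells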
Numbers without * were called inactive; · = not tested or not shown.

SMILES | INS-1E rescue | T cruzi intra
C[C@@H]1CN([C@H](C)CO)C(=O)Cc2cc(NC(=O)CCCCCC(=O)Nc3ccccc3N)ccc2O[C@H]1CN(C)S(=O)(=O)c1ccccc1 | 5.7 | -39.1
C[C@@H]1CN([C@H](C)CO)C(=O)c2cccc(NC(=O)C3CC3)c2O[C@H]1CN(C)S(=O)(=O)c1ccc(Cl)cc1 | 0.3 | 9.4
COc1ccc(S(=O)(=O)Nc2ccc3c(c2)C(=O)N([C@H](C)CO)C[C@H](C)[C@@H](CN(C)S(=O)(=O)c2ccc(F)cc2)O3)cc1 | -3.7 | 11.2
C[C@H]1CN([C@@H](C)CO)C(=O)c2cccc(NC(=O)Nc3ccccc3)c2O[C@H]1CN(C)CC1CCCCC1 | -19.9 | -25.2
C[C@@H]1CN([C@H](C)CO)C(=O)CCCn2cc(nn2)CO[C@H]1CN(C)Cc1ccc2c(c1)OCCN2C | · | -18.9
O=C(NO)c1ccc(C(=O)N/N=C/c2cccc(B(O)O)c2)cc1 | 11.8 | 9.4
C[C@H](CO)N1C[C@H](C)[C@H](CN(C)CC2CCCCC2)Oc2ccc(NC(=O)Cc3cn(C)c4ccccc34)cc2CC1=O | -35.5 | 23.6
C[C@H](CO)N1C[C@H](C)[C@H](CN(C)S(=O)(=O)c2ccc(F)cc2)Oc2ccc(NC(=O)Cc3cn(C)c4ccccc34)cc2CC1=O | 4.5 | 23.4
C[C@@H]1CN([C@@H](C)CO)C(=O)c2cc(NC(=O)Cc3cn(C)c4ccccc34)ccc2O[C@H]1CN(C)S(=O)(=O)c1ccc(Cl)cc1 | -7.5 | 5.5
C[C@H](CO)N1C[C@H](C)[C@H](CN(C)S(=O)(=O)c2ccc(F)cc2)Oc2c(NC(=O)C3CCOCC3)cccc2C1=O | 6.9 | -24.3
COc1ccc(NC(=O)N(C)C[C@H]2Oc3ccc(NS(=O)(=O)c4cn(C)cn4)cc3C(=O)N([C@@H](C)CO)C[C@@H]2C)cc1 | 9.9 | -19.3
C[C@H](CO)N1C[C@H](C)[C@H](CN(C)Cc2ccccc2)Oc2ccc(NS(=O)(=O)c3ccc(F)cc3)cc2C1=O | -6.2 | 16.8
C[C@H](CO)N1C[C@H](C)[C@@H](CN(C)C(=O)NC2CCCCC2)Oc2c(NC(=O)c3nc4ccccc4s3)cccc2C1=O | -6.8 | -27.4
C[C@H](CO)N1C[C@H](C)[C@H](CN(C)CC2CC2)Oc2c(NC(=O)Nc3ccccc3)cccc2C1=O | -7.9 | -4.8
C[C@H](CO)N1C[C@H](C)[C@@H](CN(C)S(=O)(=O)c2cccs2)Oc2c(cccc2N(C)C)C1=O | 3.5 | 5.1
C[C@H]1CN([C@@H](C)CO)C(=O)Cc2cc(N(C)C)ccc2O[C@@H]1CN(C)Cc1ccc(Oc2ccccc2)cc1 | -1.0 | 66.8*
C[C@@H]1CN([C@@H](C)CO)C(=O)CCCn2nncc2CO[C@H]1CN(C)C(=O)Nc1cccc(Oc2ccccn2)c1 | · | -0.2
C[C@H]1CN([C@@H](C)CO)C(=O)Cc2cc(NS(=O)(=O)c3cn(C)cn3)ccc2O[C@@H]1CN(C)Cc1ccncc1 | -3.5 | -0.2
Cc1ccc(S(=O)(=O)N(C)C[C@H]2Oc3ccc(NS(=O)(=O)c4cn(C)cn4)cc3C(=O)N([C@@H](C)CO)C[C@@H]2C)cc1 | -0.2 | -2.8
C[C@@H]1CN([C@H](C)CO)C(=O)c2cccc(NC(=O)CCCCCC(=O)Nc3ccccc3N)c2O[C@H]1CN(C)Cc1ccncc1 | 2.5 | 15.7
C[C@H]1CN([C@@H](C)CO)C(=O)CCCn2cc(nn2)CO[C@H]1CN(C)C(=O)c1ccc(N2CCN(C)CC2)cc1 | · | -20.7
Cc1cc(C(=O)Nc2cccc3c2O[C@@H](CN(C)Cc2ccc(C(=O)Nc4ccccc4N)cc2)[C@@H](C)CN([C@@H](C)CO)C3=O)n(C)n1 | -12.3 | 6.4
C[C@@H]1CCCCO[C@H](CN(C)Cc2ccc(Cl)c(Cl)c2)[C@@H](C)CN([C@H](C)CO)C(=O)c2cc(N(C)C)ccc2O1 | -11.2 | 48.9
C[C@H](CO)N1C[C@H](C)[C@@H](CN(C)S(=O)(=O)c2cccs2)Oc2c(NS(=O)(=O)c3ccccc3)cccc2C1=O | 7.8 | -0.8
C[C@H](CO)N1C[C@H](C)[C@@H](CN(C)C(=O)Nc2ccc(F)cc2)Oc2ccc(NC(=O)Nc3ccc(F)cc3)cc2C1=O | 6.6 | -3.5
C[C@H]1CN([C@@H](C)CO)C(=O)Cc2cc(NS(=O)(=O)c3ccc(F)cc3)ccc2O[C@@H]1CN(C)Cc1ccncc1 | 4.7 | -8.5
COc1ccc(S(=O)(=O)Nc2ccc3c(c2)C(=O)N([C@@H](C)CO)C[C@@H](C)[C@@H](CN(C)Cc2ccc(C(=O)Nc4ccccc4N)cc2)O3)cc1 | -0.2 | 21.0
C[C@H](CO)N1C[C@H](C)[C@H](CN(C)Cc2ccc(Cl)c(Cl)c2)Oc2c(NC(=O)c3cnccn3)cccc2C1=O | -23.1 | 43.3
C[C@H](CO)N1C[C@H](C)[C@H](CN(C)Cc2ccncc2)Oc2ccc(NS(=O)(=O)c3cn(C)cn3)cc2C1=O | -2.9 | 12.5
C[C@@H]1CN([C@H](C)CO)C(=O)c2cccc(NC(=O)CCCCCC(=O)Nc3ccccc3N)c2O[C@@H]1CN(C)C(=O)Nc1ccc(F)cc1 | 9.1 | -5.7
Cc1ccc(S(=O)(=O)Nc2ccc3c(c2)C(=O)N([C@H](C)CO)C[C@@H](C)[C@H](CN(C)C(=O)Nc2ccc(C(F)(F)F)cc2)O3)cc1 | -11.7 | 26.9
C[C@H](CO)N1C[C@H](C)[C@H](CN(C)S(=O)(=O)c2ccc(F)cc2)Oc2c(NS(=O)(=O)c3cccs3)cccc2C1=O | -3.2 | 5.7
COc1ccc(NC(=O)N(C)C[C@@H]2Oc3c(NC(=O)Nc4ccc(C(F)(F)F)cc4)cccc3C(=O)N([C@H](C)CO)C[C@H]2C)cc1 | -11.7 | 59.9*
COc1ccc(S(=O)(=O)Nc2ccc3c(c2)CC(=O)N([C@H](C)CO)C[C@@H](C)[C@@H](CN(C)S(=O)(=O)c2cccs2)O3)cc1 | -1.1 | 76.8*
C[C@@H]1CN([C@@H](C)CO)C(=O)Cc2cc(NS(=O)(=O)c3ccccc3)ccc2O[C@@H]1CN(C)S(=O)(=O)c1cccs1 | 2.2 | 8.7
C[C@H](CO)N1C[C@H](C)[C@H](CN(C)C(=O)Nc2ccc3c(c2)OCO3)OCc2cn(nn2)CCCC1=O | 4.2 | -14.2

In a second layout: results already given.
SMILES,INS-1E rescue,T cruzi intra
C[C@H]1CN([C@@H](C)CO)C(=O)Cc2cc(NS(=O)(=O)c3ccc(F)cc3)ccc2O[C@@H]1CN(C)Cc1ccncc1,4.7,-8.5
COc1ccc(S(=O)(=O)Nc2ccc3c(c2)C(=O)N([C@@H](C)CO)C[C@@H](C)[C@@H](CN(C)Cc2ccc(C(=O)Nc4ccccc4N)cc2)O3)cc1,-0.2,21.0

Rewritten with values under each structure: part of the list above.
The line under a structure holds: INS-1E rescue | T cruzi intra
C[C@H](CO)N1C[C@H](C)[C@H](CN(C)Cc2ccc(Cl)c(Cl)c2)Oc2c(NC(=O)c3cnccn3)cccc2C1=O
→ -23.1 | 43.3
C[C@H](CO)N1C[C@H](C)[C@H](CN(C)Cc2ccncc2)Oc2ccc(NS(=O)(=O)c3cn(C)cn3)cc2C1=O
→ -2.9 | 12.5
C[C@@H]1CN([C@H](C)CO)C(=O)c2cccc(NC(=O)CCCCCC(=O)Nc3ccccc3N)c2O[C@@H]1CN(C)C(=O)Nc1ccc(F)cc1
→ 9.1 | -5.7
Cc1ccc(S(=O)(=O)Nc2ccc3c(c2)C(=O)N([C@H](C)CO)C[C@@H](C)[C@H](CN(C)C(=O)Nc2ccc(C(F)(F)F)cc2)O3)cc1
→ -11.7 | 26.9
C[C@H](CO)N1C[C@H](C)[C@H](CN(C)S(=O)(=O)c2ccc(F)cc2)Oc2c(NS(=O)(=O)c3cccs3)cccc2C1=O
→ -3.2 | 5.7

Other structures.
SMILES | INS-1E rescue | T cruzi intra
COc1ccc(S(=O)(=O)Nc2ccc3c(c2)C(=O)N([C@H](C)CO)C[C@@H](C)[C@H](CN(C)C(=O)Nc2ccc(F)cc2)O3)cc1 | -6.1 | 3.7
Cc1ccc(S(=O)(=O)Nc2cccc3c2O[C@@H](CN(C)S(=O)(=O)c2ccc(F)cc2)[C@@H](C)CN([C@H](C)CO)C3=O)cc1 | 2.7 | 18.2
C[C@@H]1CN([C@@H](C)CO)C(=O)c2cccc(NS(C)(=O)=O)c2O[C@@H]1CN(C)C(=O)Nc1ccc(C(F)(F)F)cc1 | 0.0 | -0.3
C[C@@H]1CN([C@H](C)CO)C(=O)Cc2cc(NC(=O)NC3CCCCC3)ccc2O[C@@H]1CN(C)Cc1ccc(-c2ccccc2)cc1 | -25.7 | 17.5
C[C@H]1CN([C@@H](C)CO)C(=O)c2cc(NC(=O)C3CC3)ccc2O[C@@H]1CN(C)CC1CCCCC1 | -17.0 | 11.3
O=C(N/N=C/c1nccs1)c1ccccn1 | -87.2 | -25.3
C[C@H]1CN([C@@H](C)CO)C(=O)c2cc(NS(=O)(=O)c3cn(C)cn3)ccc2O[C@@H]1CN(C)C | 5.0 | -17.4
COc1ccc(S(=O)(=O)Nc2ccc3c(c2)C(=O)N([C@H](C)CO)C[C@H](C)[C@H](CN(C)S(=O)(=O)c2ccc(OC)cc2)O3)cc1 | · | 1.8
C[C@H]1CN([C@@H](C)CO)C(=O)c2cccc(NS(C)(=O)=O)c2O[C@@H]1CN(C)C(=O)Nc1ccccc1 | 8.3 | -45.6
C[C@H]1CN([C@@H](C)CO)C(=O)Cc2cc(NC(=O)Nc3ccc(F)cc3)ccc2O[C@H]1CN(C)Cc1ccc(Cl)c(Cl)c1 | -51.9 | 64.0*
C[C@H](CO)N1C[C@H](C)[C@H](CN(C)S(=O)(=O)c2cn(C)cn2)Oc2ccc(NS(=O)(=O)c3ccc(F)cc3)cc2CC1=O | 3.1 | -5.1
C[C@@H]1CCCCO[C@H](CN(C)C(=O)Cc2ccccc2)[C@@H](C)CN([C@H](C)CO)C(=O)c2cc(NC(=O)Nc3ccccc3)ccc2O1 | -10.5 | 1.4
C[C@@H]1CN([C@@H](C)CO)C(=O)c2cc(N(C)C)ccc2O[C@H]1CN(C)Cc1ccncc1 | 6.7 | 10.1
C[C@@H]1CN([C@@H](C)CO)C(=O)c2cccc(NS(=O)(=O)c3ccc(Cl)cc3)c2O[C@H]1CN(C)C(=O)Nc1ccc(F)cc1 | 3.1 | -7.4
CC(C)NC(=O)Nc1cccc2c1O[C@@H](CN(C)Cc1ccc(C(=O)Nc3ccccc3N)cc1)[C@@H](C)CN([C@H](C)CO)C2=O | -13.8 | 31.3
C[C@@H]1CN([C@@H](C)CO)C(=O)c2cccc(NS(=O)(=O)c3ccc(Cl)cc3)c2O[C@H]1CN(C)Cc1ccc(C(=O)O)cc1 | 7.9 | 11.3
COc1ccc(CN(C)C[C@@H]2Oc3ccc(NS(C)(=O)=O)cc3CC(=O)N([C@H](C)CO)C[C@H]2C)cc1 | 4.1 | 18.0
C[C@H](CO)N1C[C@H](C)[C@H](CN(C)C(=O)Nc2ccccc2)Oc2c(NC(=O)C3CC3)cccc2C1=O | 5.1 | 5.4
C[C@H]1CN([C@@H](C)CO)C(=O)Cc2cc(NS(C)(=O)=O)ccc2O[C@H]1CN(C)C(=O)NC1CCCCC1 | 17.0 | -21.5
Cc1cc(C(=O)Nc2cccc3c2O[C@H](CN(C)C(=O)Nc2ccccc2)[C@H](C)CN([C@H](C)CO)C3=O)n(C)n1 | 2.6 | 4.4
C[C@H](CO)N1C[C@H](C)[C@H](CN(C)S(=O)(=O)c2ccccc2)Oc2ncc(/C=C/c3ccccc3)cc2C1=O | · | 51.1
C[C@@H]1CN([C@@H](C)CO)C(=O)c2cc(NC(=O)CCN3CCOCC3)ccc2O[C@@H]1CN(C)C(=O)NC1CCCCC1 | 4.5 | -43.0
O=C(NO)c1cccc(C(=O)N/N=C/c2ccccc2O)c1 | -24.1 | -0.7
C[C@@H]1CN([C@H](C)CO)C(=O)Cc2cc(NC(=O)Nc3ccc4c(c3)OCO4)ccc2O[C@H]1CN(C)Cc1ccc(-c2ccccc2)cc1 | -34.6 | 71.6*
C[C@@H]1CN([C@@H](C)CO)C(=O)Cc2cc(NC(=O)NC3CCCCC3)ccc2O[C@@H]1CN(C)S(=O)(=O)c1cn(C)cn1 | 10.4 | -15.4
C[C@H](CO)N1C[C@H](C)[C@@H](CN(C)C(=O)C2CC2)OCc2cn(nn2)CCCC1=O | · | -24.8
Cc1noc(C)c1NC(=O)Nc1cccc2c1O[C@@H](CN(C)S(=O)(=O)c1ccc(Cl)cc1)[C@@H](C)CN([C@H](C)CO)C2=O | 4.9 | 1.8
Cc1noc(C)c1S(=O)(=O)N(C)C[C@@H]1Oc2ccc(NC(=O)Nc3ccc4c(c3)OCO4)cc2CC(=O)N([C@H](C)CO)C[C@@H]1C | 21.0 | -19.7
CC(C)NC(=O)Nc1ccc2c(c1)C(=O)N([C@H](C)CO)C[C@@H](C)[C@@H](CN(C)Cc1ccc3c(c1)OCO3)O2 | · | -16.2
C[C@@H]1CN([C@H](C)CO)C(=O)Cc2cc(NS(C)(=O)=O)ccc2O[C@@H]1CN(C)C(=O)NC1CCCCC1 | 3.6 | 8.9
Cc1noc(C)c1S(=O)(=O)Nc1ccc2c(c1)CC(=O)N([C@@H](C)CO)C[C@@H](C)[C@@H](CN(C)S(=O)(=O)c1cccs1)O2 | 4.9 | -10.1
C[C@H]1CN([C@@H](C)CO)C(=O)Cc2cc(NC(=O)Nc3ccccc3)ccc2O[C@H]1CN(C)C(=O)Nc1ccccc1 | -4.0 | -8.4
Cc1noc(C)c1NC(=O)Nc1cccc2c1O[C@H](CN(C)Cc1ccccc1)[C@H](C)CN([C@@H](C)CO)C2=O | 5.7 | -20.9
